Screening results from PubChem BioAssay.
EWS-Fli block = EWS/Fli-driven NR0B1 reporter inhibitors, primary screen, A673 cells, NR0B1 luciferase, luminescence, MLPCN library; viability-normalised; AID 651661, 2012; 0.67% of 350,000 active; inhibition, % at 12.6 µM;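 active = mean inhibition of at least 50% after viability correction, with every replicate also passing that limit; inconclusive = mean reaches 50% but only one of two replicates passes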;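 note: firefly luciferase signal divided by Alamar Blue viability fluorescence both relative to DMSO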
ARNT-TACC3 inh = disruptors of ARNT/TACC3 protein interaction, primary screen, biochemical, AlphaScreen, single concentration; Transforming acidic coiled-coil-containing protein 3 (Homo sapiens), Q9Y6A5; AlphaScreen His-ARNT PAS-B/GST-TACC3 binding, luminescence; TACC3 fragment carries E629A point mutation; inhibition, % at 9.99 µM; 0.66% of 390,000 active;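 active = mean inhibition of replicates at least 50% and at least half of replicates each reaching 50%; inconclusive = half or more replicates reach 50% but mean below 50%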;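 note: 0% = complete ARNT plus TACC3 wells and 100% = ARNT alone without TACC3; many hits fall short of the cut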
PAX8 reporter = inhibitors of PAX8-driven TPO luciferase reporter, primary screen, RMG-I cells, single concentration; 1.2% of 360,000 active; inhibition, % at 12.6 µM; SteadyGlo, 24 h;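 active = mean replicate inhibition at least 60% with every replicate also reaching 60%; inconclusive = only one of the two criteria is met; inactive = mean below 60% and not all replicates reaching 60%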;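 note: luciferase light reporting Pax8 driven TPO promoter activity; plate controls were median of neutral control wells for no effect and mitoxantrone controls for full effect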
SIRT5 inh = SIRT5 desuccinylase inhibitors, primary screen, biochemical, fluorescence imaging, single point, set 5. NAD-dependent protein deacylase sirtuin-5, mitochondrial (Homo sapiens), Q9NXA8. Purified SirT5, succinyl-peptide AMC, trypsin-coupled fluorescence. inhibition, % at 15 µM. 1.1% of 330,000 active. AID 652115, 2013; in the data active = inhibition above about 15%; inconclusive = no clear call, values can overlap the other calls
Target sequence (Q9NXA8 whole entry, looked up): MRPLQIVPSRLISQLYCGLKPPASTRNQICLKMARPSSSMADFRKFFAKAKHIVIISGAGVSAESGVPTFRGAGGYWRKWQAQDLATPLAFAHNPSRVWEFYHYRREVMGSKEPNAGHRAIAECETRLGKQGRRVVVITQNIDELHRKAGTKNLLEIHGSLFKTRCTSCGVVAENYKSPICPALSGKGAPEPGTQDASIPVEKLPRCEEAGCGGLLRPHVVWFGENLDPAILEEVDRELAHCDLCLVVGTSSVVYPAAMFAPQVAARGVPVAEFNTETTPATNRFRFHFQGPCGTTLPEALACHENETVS
LGR2 inh = inhibitors of bursicon-induced LGR2 CRE-luciferase signal, primary screen, cell-based, HEK293, CRE-luciferase reporter, bursicon stimulation | Drosophila bursicon receptor LGR2 (rickets) | bursicon-stimulated, 4 h | inhibition, % at 9.99 µM | 0.35% of 380,000 active;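 active = drop in luminescence signal, shown as inhibition above about 50% in the replicate tests, limit read from the data, passing the limit was not always enough; inconclusive = probably only some replicates passing the limit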;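 note: agonist challenge used bursicon conditioned medium at about half maximal strength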
CASP6 VEID inh = human caspase-6 inhibitors, primary screen, biochemical, VEID-R110 fluorescence, single point, set 2; 0.53% of 350,000 active; P55212; purified caspase-6, Z-VEID-R110 cleavage fluorescence; inhibition, % at 12.5 µM;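 active = mean inhibition across replicates at least about 35%, with every replicate also reaching that limit, limit read from the data; inconclusive = only one of the two criteria met; inactive = neither criterion met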;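 note: 0% = median of neutral control wells and 100% = no fluorescence left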
Target sequence (P55212 24-179 limits assumed): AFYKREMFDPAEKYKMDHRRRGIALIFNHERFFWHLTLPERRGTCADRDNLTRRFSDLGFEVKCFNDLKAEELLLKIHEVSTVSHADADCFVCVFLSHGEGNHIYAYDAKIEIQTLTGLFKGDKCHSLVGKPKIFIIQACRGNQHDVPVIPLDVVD
Target sequence (P55212 194-293 limits assumed): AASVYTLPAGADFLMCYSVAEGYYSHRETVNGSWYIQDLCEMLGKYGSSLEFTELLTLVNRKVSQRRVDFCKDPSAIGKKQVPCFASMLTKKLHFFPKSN
DENV2 CPE = inhibitors of DENV2 cytopathic effect, primary screen, cell-based, plate reader, single concentration; DENV2-infected cells, cytopathic effect rescue; CPE inhibition, % at 9.99 µM; 1.7% of 350,000 active; AID 651640, 2012; in the data active = CPE inhibition above about 20%, passing the limit was not always enough; inconclusive = no clear call, values can overlap the other calls; tested in BHK-21 cells;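 note: 0% = median of neutral control wells and 100% = median of positive control wells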
Numbers without * were called inactive; ? = inconclusive; . = not tested or not shown; & = joins results of further samples; ! = repeats disagree.

SMILES | EWS-Fli block | ARNT-TACC3 inh | PAX8 reporter | SIRT5 inh | LGR2 inh | CASP6 VEID inh | DENV2 CPE
COc1cc(OC)cc(-c2sc3ccc(OC)cc3c2C#CC2(N)CCCCC2)c1 | 26.7 | . | 15.5 | -5.0 | 12.1 | -4.6 | -17.4
NC(=O)[C@H]1CC2(CC(c3cccc(NC(=O)CC(c4ccccc4)c4ccccc4)c3)=NO2)CN1C(=O)c1ccccc1C(=O)c1ccccc1 (some centres undefined) | 1.2 | 1.1 | ? | . | -9.4 | 2.7 | 3.1
C[C@@H]1CN([C@@H](C)CO)S(=O)(=O)c2ccc(C3=CCCC3)cc2O[C@H]1CN(C)Cc1ccccc1F | 5.4 | . | . | 0.9 | 18.3 | 4.4 | -7.9
C/C(=N/O)c1cccc(N2Cc3ccccc3C2)c1 | -34.6 | -12.5 | -19.1 | 1.4 | -44.8 | 1.7 | -6.8
COc1cc(C)ccc1OCc1cc(C(=O)N2CCN(C)C[C@@H]2c2ccccc2)no1 | . | 0.0 | -65.3 | 2.3 | -27.3 | 0.5 | 0.0
CCOC(=O)c1cc([N+](=O)[O-])sc1NC(=O)CC | -5.4 | 0.8 | 2.5 | -6.3 | -4.4 | 3.3 | ?
O=S(=O)(c1cc(Cl)ccc1Cl)N1CCc2ccccc21 | 9.3 | -4.3 | 4.4 | -5.4 | 10.3 | -0.8 | -4.5
Cc1cc(/C=N/NC(=O)c2cccc(N(C)C)c2)c(C)n1-c1cc(C(=O)O)cc(C(=O)O)c1 | -29.0 | 12.4 | -83.3 | 20.4* | -45.4 | 34.8 | 2.6
CN(C)C(=O)c1cccc(-c2ccc(C3[C@H]4CNC[C@@H]3N4C(=O)Nc3ccccc3F)cc2)c1 (some centres undefined) | -4.8&29.3 | . | -9.1 | 4.9&-0.8 | -12.5&-13.3 | 1.0&-9.0 | 23.3*!
C[C@H]1CN([C@@H](C)CO)C(=O)c2cccc(NS(C)(=O)=O)c2O[C@H]1CN(C)C(=O)Nc1ccc(C(F)(F)F)cc1 | 1.3 | 2.0 | -21.2 | 2.8 | -5.2 | 0.0 | 1.1
C[C@@H]1CN([C@@H](C)CO)C(=O)c2cccc(NC(=O)C3CCOCC3)c2O[C@H]1CN(C)S(=O)(=O)c1cccs1 | 2.9 | -13.1 | . | 1.6 | 2.7 | -2.7 | 0.2
COc1ccc(NC(=O)CCS(=O)(=O)c2ccc(Br)s2)cc1 | -6.9 | 0.7 | 3.9 | -0.5 | 10.4 | 3.5 | -4.1
CCOc1ccc(NS(=O)(=O)c2ccc3[nH]c(=O)cc(C(=O)O)c3c2)cc1 | 3.1 | . | 7.8 | 4.2 | 27.0 | 4.5 | -0.1
C[C@@H]1CCCCO[C@@H](CN(C)CC2CCCCC2)[C@H](C)CN([C@@H](C)CO)C(=O)c2cc(NC(=O)Nc3ccc4c(c3)OCO4)ccc2O1 | 0.5 | 12.6 | -31.2 | 2.0 | 8.8 | 1.9 | -4.8
COCCC(=O)N1CCC(Oc2ccc(C(=O)N3CCCC(OC)C3)cc2)CC1 (centres undefined) | -9.5 | 7.6 | -17.7 | -1.2 | 2.3 | 0.3 | 6.2
COc1ccc(CCNC(=O)[C@H](C)NC(=O)[C@@H]2CSC3c4ccccc4C(=O)N32)cc1 (some centres undefined) | -3.1 | -6.7 | 13.9 | -1.6 | 8.8 | -2.8 | 19.5
C/C=C/c1ccc([C@H]2[C@@H](CO)N(S(C)(=O)=O)[C@@H]2CN(CCC)C(C)=O)cc1 | . | . | . | 0.3 | 0.9 | 2.6 | 9.2
COC(=O)[C@@]12CCCCN1[C@H](c1ccc(-c3cccc(Cl)c3)c(OC)c1)[C@@H]1C(=O)N(C)C(=O)[C@@H]12 | 9.3 | -6.9 | 9.1 | . | 26.8 | -0.3 | -9.4
C[C@@H]1CN([C@H](C)CO)C(=O)c2cc(-c3cncnc3)cnc2O[C@@H]1CN(C)C(=O)c1cccc(F)c1 | -29.9 | 0.4 | . | -1.3 | 4.3 | 0.3 | 4.6
COCC(=O)Nc1ccc2c(c1)[C@H]1C[C@@H](CC(=O)OC)O[C@H](CO)[C@H]1O2 | 0.2 | -5.8 | -4.7 | . | -17.5 | . | 6.9
C[C@@H]1CN([C@@H](C)CO)C(=O)c2cccc(NC(=O)CCCCCC(=O)Nc3ccccc3N)c2O[C@@H]1CN(C)Cc1ccc(Oc2ccccc2)cc1 | 52.8* | . | 25.9 | 14.5 | -32.0 | -1.7 | 9.8
CN1C(=O)c2cc(NC(=O)c3ccc(C(F)(F)F)cc3)ccc2OC[C@H]2O[C@H](CC(=O)NCc3ccc4c(c3)OCO4)CC[C@H]21 | 9.6 | . | 9.1 | . | -8.2 | . | .
COc1ccc(C=C2SC(=O)NC2=O)cc1OC | -21.5 | 0.0 | -75.4 | . | -37.5 | 7.3 | -2.5
Cc1ccccc1C=Nc1ccccc1C(N)=O | 4.2 | -2.1 | 29.9 | . | -4.8 | . | .
Cn1nc(N2CCN(S(=O)(=O)c3ccccc3)CC2)c(=O)n(C)c1=O | 3.2 | 12.5 | -0.5 | -0.3 | . | -1.6 | ?
Cc1ccc(SCC(=O)c2c(C)[nH]c3ccccc23)cc1 | -3.7 | -6.9 | -10.9 | -0.4 | -6.8 | 0.2 | 1.1
C[C@H](CO)N1C[C@H](C)[C@@H](CN(C)Cc2ccc(C(F)(F)F)cc2)OCCCC[C@H](C)Oc2ccc(NS(=O)(=O)c3cccs3)cc2C1=O | 13.7 | 1.5 | 70.8* | 20.8* | -6.5 | 2.9 | 4.2
CC(C)c1cc(C(=O)N(C)C2CCCN(Cc3ccccc3F)C2)n(C)n1 (centres undefined) | -0.4 | . | -10.0 | . | 12.5 | -2.5 | 7.3
O=C(Nc1cc(Cl)ccc1N1CCOCC1)c1ccc(F)c(S(=O)(=O)N2CCOCC2)c1 | -5.1 | -1.9 | -0.8 | -4.2 | 1.5 | -0.4 | -5.8
CCCOc1cccc(C(=O)NC(=S)Nc2cccc(C(F)(F)F)c2)c1 | 9.5 | -3.9 | . | -1.8 | 7.4 | -3.7 | -1.5
CC(=O)NC(=S)Nc1ccc(S(=O)(=O)Nc2nc(C)cc(C)n2)cc1 | 7.3 | . | -0.6 | -0.3 | . | -0.6 | -2.6
N#Cc1cccc(C(=O)C(=O)N2CCN(c3ccccc3)CC2)c1 | -2.4 | . | 7.1 | -1.1 | 6.7 | -1.4 | -16.8
CCCNC(=O)N1CC2(CCN(Cc3cccc(OC)c3)CC2)c2c([nH]c3cc(OC)ccc23)[C@@H]1CO | -6.2 | . | . | . | 15.6 | . | -3.9
COc1ccc(-c2ccc([C@@H]3[C@H](C#N)N(C(=O)c4cccnc4)[C@H]3CO)cc2)cc1 | 0.7 | -4.8 | -11.1 | -2.1 | -13.1 | -2.7 | -5.9
O=C(CNc1cccc([N+](=O)[O-])c1)N1CCN(S(=O)(=O)c2ccc(Cl)cc2)CC1 | 0.8 | -2.8 | 20.7 | 2.1 | -0.2 | 3.3 | 0.9
CN(C)CCCNC(=O)C[C@@H]1CC[C@@H]2[C@@H](COc3ccc(NC(=O)C4CCC4)cc3C(=O)N2C)O1 | -18.7 | 1.4 | -5.3 | -4.7 | 0.8 | . | 6.4
O=C(Nc1cccc(C(=O)O)c1)/C(=C\c1ccc2c(c1)OCO2)NC(=O)c1ccccc1 | 9.1 | 1.6 | -2.8 | 1.5 | 36.7 | 2.9 | 2.8
O=C(NCCO)c1cccc(-c2cnc3c(Nc4cccc(OC(F)(F)C(F)F)c4)nccn23)c1 | -91.7 | . | -24.9 | . | -43.3 | 1.4 | 1.9
O=C(Nc1cccc(Cl)c1)NN(c1ccccc1)C1CCS(=O)(=O)C1 (centres undefined) | -12.5 | . | 7.8 | . | 1.9 | 2.8 | 8.0
CCCCCCCCN1C(=O)[C@H](CC(=O)NCCCOCCCC)C[C@@]2(C(=O)OCC)CCCC=C12 | 16.8 | . | 11.8 | 1.0 | -16.2 | 2.4 | -2.3
COCCNC(=O)C[C@H]1CC[C@@H]2[C@H](COC[C@H](O)CN2S(=O)(=O)c2ccccc2C)O1 | -3.7 | 4.1 | -6.9 | 9.6 | -11.4 | -7.3 | -5.5
CC(C)CC1(C(=O)NCc2ccccn2)C=CCN1C(=O)c1ccccc1 (centres undefined) | -6.4 | -0.4 | 4.6 | -1.6 | -17.7 | -0.8 | -2.0
COc1ccc(NS(=O)(=O)c2ccc(C)c(C(=O)N(C)CC(=O)Nc3cccc(OC)c3)c2)cc1 | 4.7 | -2.5 | 4.2 | 4.7 | -0.1 | 4.1 | -8.2
COc1ccc(CC(=O)NNC(=O)c2cccs2)cc1OC | 8.9 | 1.0 | -1.4 | 0.9 | 16.8 | 1.5 | -1.0
CCN(C[C@@H]1N[C@H](CO)[C@H]1c1ccc(-c2cccc(C#N)c2)cc1)C(=O)COC | 10.2 | -2.5 | -11.3 | 2.3 | -0.5 | 0.5 | -13.4
Cc1ccc(NCC(=O)N2CCN(S(=O)(=O)c3ccccc3)CC2)cc1F | 0.6 | 1.7 | 20.6 | -2.3 | 6.0 | 4.5 | -4.8
C[C@@H]1CN([C@H](C)CO)C(=O)c2cc(NC(=O)CCC(F)(F)F)ccc2O[C@H]1CN(C)CC1CCCCC1 | -4.1 | 0.6 | 7.5 | 2.1 | 6.9 | -1.6 | 2.5
COc1ccc(C(C(=O)NC(C)(C)C)N(Cc2cccnc2)C(=O)CCC(=O)Nc2cc(C)on2)cc1 (centres undefined) | -4.4 | . | -0.8 | -1.3 | -2.7 | 2.0 | -5.8
O=C(CN1C(=O)CSc2ccc(S(=O)(=O)N3CCCCC3)cc21)NCc1cccnc1 | 5.6 | . | 1.5 | -0.8 | 3.5 | 1.7 | -2.3
C[C@@H]1CN([C@@H](C)CO)S(=O)(=O)c2ccc(Br)cc2O[C@H]1CN(C)Cc1ccncc1 | 0.2&-0.1 | 9.3 | 15.7 | -3.0&-1.4 | -0.3 | 6.7&-0.9 | -2.6&1.1
COc1ccc(C(=O)N=C2SC3CS(=O)(=O)CC3N2c2ccc(N(C)C)cc2)cc1OC (centres undefined) | -6.5 | -30.2 | -25.6 | 1.3 | -8.3 | -0.1 | -2.7
Cc1ccc2[nH]c(O)c(N=Nc3ccccc3[N+](=O)[O-])c2c1 | -44.8 | -4.2 | -8.3 | . | -45.7 | -3.4 | -0.4
CCOC(=O)/C(C#N)=C\C1=C(N2CCOCC2)CC(C)(C)OC1 | -0.5 | -3.0 | 21.7 | -2.6 | 11.2 | -1.0 | -2.8
COc1cc(/C=C/C(=O)OCC(=O)Nc2ccc3c(c2)OCO3)ccc1O | 7.3 | 2.0 | 2.4 | -1.1 | -17.8 | -0.8 | 13.8
Cc1ccc(Cl)cc1NC(=O)CCCN1C(=O)c2cccnc2C1=O | 9.0 | -0.7 | 9.9 | 0.1 | -22.0 | 1.8 | 15.3

In a second layout: results already given
structure	EWS-Fli block	ARNT-TACC3 inh	PAX8 reporter	SIRT5 inh	LGR2 inh	CASP6 VEID inh	DENV2 CPE
Cc1ccc2[nH]c(O)c(N=Nc3ccccc3[N+](=O)[O-])c2c1	-44.8	-4.2	-8.3	.	-45.7	-3.4	-0.4
CCOC(=O)/C(C#N)=C\C1=C(N2CCOCC2)CC(C)(C)OC1	-0.5	-3.0	21.7	-2.6	11.2	-1.0	-2.8
COc1cc(/C=C/C(=O)OCC(=O)Nc2ccc3c(c2)OCO3)ccc1O	7.3	2.0	2.4	-1.1	-17.8	-0.8	13.8
